EP2 mod – modulators of human EP2 prostaglandin E2 receptor; P43116; EP2-expressing cells, cAMP HTRF FRET, PGE2 co-stimulation; induction, % at 25 µM; 260,000 compounds, 0.83% hits; AID 940;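 active means compounds whose cAMP rise, as percent of the full-agonist control response, exceeds 60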;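 further: rat C6 glioma line stably carrying human EP2 under a CMV promoter; the protocol text gives 20 µM as final concentration; 100% = response of wells given 1 µM PGE2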
Target sequence (P43116 whole entry, looked up): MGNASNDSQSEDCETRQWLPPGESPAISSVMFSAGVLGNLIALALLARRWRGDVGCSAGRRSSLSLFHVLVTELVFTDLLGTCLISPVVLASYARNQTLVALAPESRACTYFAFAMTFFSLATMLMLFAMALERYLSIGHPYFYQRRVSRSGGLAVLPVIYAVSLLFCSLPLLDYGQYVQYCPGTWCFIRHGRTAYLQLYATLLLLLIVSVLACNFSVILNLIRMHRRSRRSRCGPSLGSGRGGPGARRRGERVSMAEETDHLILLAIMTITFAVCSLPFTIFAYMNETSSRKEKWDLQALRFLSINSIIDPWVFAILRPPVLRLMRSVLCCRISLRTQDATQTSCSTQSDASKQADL
EP2 antag – EP2 receptor (human) inhibition; 260,000 compounds, 0.52% hits; C6 glioma cells expressing human EP2, cAMP TR-FRET; cells stimulated with saturating PGE2; inhibition, % at 25 µM; P43116;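 active means percent inhibition above 40 after rounding to a whole number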;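 further: rat C6 glioma host cells with rolipram phosphodiesterase inhibitor present; the protocol text gives 20 µM as final concentration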
Calpain2 inh – blocks pig calpain II enzyme activity | inhibition, % at 16 µM | purified calpain II, fluorogenic peptide substrate, 30 min | AID 1236 | 220,000 compounds, 0.37% hits;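 active means inhibition above about 50%, limit read from the data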
TbHK1 inh – T. brucei hexokinase 1 inhibition; inhibition, % at 10 µM; 220,000 compounds, 0.11% hits; recombinant TbHK1, G6PDH-coupled NADH A340;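 active means inhibition of 50% or more in the single-dose primary screen; inactive means inhibition below 50%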
L929 necroptosis – blocks zVAD induced death of L929 cells; L929 zVAD necroptosis rescue, ATP luminescence, 24 h; with zVAD 60 µM; viability rescue, % at 10 µM; 220,000 compounds, 0.38% hits;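 active means activation, scaled between plate controls, above about 75%, limit read from the data; inactive means activation under that limit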;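 further: 0% = zVAD with DMSO and 100% = DMSO alone without zVAD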
Rad51 HR inh – blocks human Rad51 in homologous recombination; Q06609; hRad51 DNA strand exchange, fluorescence dequenching; inhibition, % at 10 µM; 200,000 compounds, 0.085% hits;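 active means inhibition above 40% at the single screening dose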;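 further: 0% = DMSO control wells and 100% = blanks with heterologous ssDNA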
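material = hRad51 filaments on single-stranded DNA | reagent = Donor/quencher-labelled 47-bp dsDNA substrate | compound = 10 µM final, single point | schedule = strand-exchange reaction 15 min at room temperature | measured by = fluorescein emission 520 nm, excitation 485 nm | read-out basis = % inhibition versus plate control and blank means | benchmarks = plate controls and plate blanks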
14-3-3 Bad inh – disrupts binding of bovine 14-3-3 zeta to phospho-Bad peptide; P63103; TR-FRET 14-3-3zeta/Dy647-pBad peptide displacement, 1 h; inhibition, % at 21.7 µM; 220,000 compounds, 0.71% hits; AID 781;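 active means inhibition above about 70%, limit read from the data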;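 further: 0% = full 14-3-3 plus peptide FRET controls and 100% = background without 14-3-3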
Hck Nef HTS – blocks Nef-activated human Hck kinase | P08631 | inhibition, % at 20 µM | Recombinant Hck-YEEI plus Nef, Z-Lyte FRET kinase assay | 220,000 compounds, 0.68% hits;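 active means Hck-Nef kinase inhibition above about 50%, limit read from the data; inactive means inhibition below that limit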;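 further: 0% = DMSO with Hck plus Nef and 100% = Hck alone without Nef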
Target sequence (P08631 whole entry, looked up): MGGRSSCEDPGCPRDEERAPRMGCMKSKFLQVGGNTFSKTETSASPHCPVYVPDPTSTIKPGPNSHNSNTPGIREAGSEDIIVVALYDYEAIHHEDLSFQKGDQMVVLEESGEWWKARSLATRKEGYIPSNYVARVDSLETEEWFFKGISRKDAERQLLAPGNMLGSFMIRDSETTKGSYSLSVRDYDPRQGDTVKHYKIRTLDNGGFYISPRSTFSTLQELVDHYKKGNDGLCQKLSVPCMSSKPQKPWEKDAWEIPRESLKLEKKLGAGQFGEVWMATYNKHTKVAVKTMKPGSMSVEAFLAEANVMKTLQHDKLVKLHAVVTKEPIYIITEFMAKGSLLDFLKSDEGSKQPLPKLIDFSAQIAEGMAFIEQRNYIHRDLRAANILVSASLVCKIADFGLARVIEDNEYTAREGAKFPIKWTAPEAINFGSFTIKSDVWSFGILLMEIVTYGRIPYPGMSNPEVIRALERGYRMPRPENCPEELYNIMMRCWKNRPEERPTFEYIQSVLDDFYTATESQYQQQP
eIF4E 4G PPI – inhibitors of eIF4E and eIF4G interaction in translation initiation. inhibition, % at 21.7 µM. 220,000 compounds, 0.37% hits. P63073+Q04637. TR-FRET eIF4E-eIF4GI(517-606) binding, 2 h;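 active means inhibition above about 30%, limit read from the data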;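 further: 0% = full FRET control wells and 100% = background wells lacking eIF4GI fragment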
* marks the source's active call; other numbers are inactive results; i = inactive; . = no result given; & = joins results of further samples; [ ] = dose if it differs, or a comment. These rows are one share of the data; rates above refer to the full screens.

Second line of a record: EP2 mod	EP2 antag	Calpain2 inh	TbHK1 inh	L929 necroptosis	Rad51 HR inh	14-3-3 Bad inh	Hck Nef HTS	eIF4E 4G PPI
COc1ccc2c(c1)C=C(CN1CCN(C3CCCC3)C(CCO)C1)CO2 (stereo not given)
    -12	7	-17	-4	-0.5	-1	-13	22	3
CC(CNCC1CCCO1)COc1cccc2ccccc12 (stereo not given)
    -36	17	2	4	0.1	-2	39	0	-2
C=C(C)COc1ccc(-c2nc(N)nc(C)c2-c2ccc(OC)cc2)c(O)c1
    12	16	-12	-4	.	.	-19	-8	7[fluorescence artefact?]
COc1ccc(-n2c(N)c(C(=O)NCc3ccco3)c3nc4ccccc4nc32)c(OC)c1
    21	16	i	-26	0.6	-13	-3[fluorescence artefact?]	35	0
O=C(Nc1ccc(Oc2ccccc2)cc1)C1CC1
    -31	6	13	2	2.6	2	-1	25	4
O=C(Nc1ccc(N2CCOCC2)c(Cl)c1)c1ccc(Br)o1
    -8	17	23	-3	3.5	-2	-12	8	10
CCOC(=O)c1cnc(SC)nc1N
    -8	7	2	4	-0.2	-23	-4[fluorescence artefact?]	-15	0
c1ccc(-c2c[n+]3c(n2-c2ccccc2)CCC3)cc1
    -24	5	13	-1	0.1	-3	3	9	3
O=C(COc1ccccc1)NCC(=O)N/N=C/C=C/c1ccccc1
    -13	5	-15	-3	0.9	2	7	3	2[fluorescence artefact?]
N#Cc1nc(COc2ccc(F)cc2)oc1NCCCn1ccnc1
    -9	21	-11	2	-0.3	5	5	2	1
C=CCn1nc([N+](=O)[O-])nc1Sc1cccc2cccnc12
    2	6	-4	3	13	-12	-14	8	12
CC[C@H]1CN2CCc3cc(OC)c(OC)cc3[C@@H]2C[C@@H]1C[C@H]1NCCc2cc(OC)c(OC)cc21
    13&3	15&14	-23	-2	79*	1	3	-1	4
CCOC(=O)c1cc2sccc2n1CC(=O)N1CCCC1
    -11	9	8	-3	-0.6	.	9	1	-2
O=C(N1CCCCC1)N1CCN(C(c2ccccc2)c2ccccc2)CC1
    59	5	33	-6	-0.1	11	6	1	-1
O=C(COC(=O)c1ccc2c(c1)OCCO2)Nc1cc(S(=O)(=O)N2CCOCC2)ccc1Cl
    -12	7	-11	-4	0.1	-6	3	-5	-2

Remaining list, next part.
Second line of a record: EP2 mod	EP2 antag	Calpain2 inh	TbHK1 inh	L929 necroptosis	Rad51 HR inh	14-3-3 Bad inh	Hck Nef HTS	eIF4E 4G PPI
CCOC(=O)c1cc(OC(=O)c2ccccc2Br)n(-c2ccccc2)n1
    18	3	13	-1	-0.7	3	9	0	-2
C=Cn1cc[n+](CC(=O)C(C)(C)C)c1
    13	8	-9	-4	0.6	6	1[fluorescence artefact?]	-3	5
O=C(c1c(O)c2ccccc2oc1=O)C1CCCCC1
    19	13	-3	-2	-0.8	-3	26	-18	2
O=C(NC1CCCc2ccccc21)c1cccc(S(=O)(=O)N2CCOCC2)c1 (stereo not given)
    -12	4	-1	1	1.8	-4	-1	28	-3
CCOC(=O)Cc1nn(CCc2ccccn2)c(=O)c2ccccc12
    -3	14	-13	20	-0.1	0	1	1	-5
Cc1ccc(O)c(C2=Nc3ccccc3N=C(c3cccs3)C2)c1
    69*	-1	-4	-5	0.6	9	-15[fluorescence artefact?]	4	17
COc1cc(-c2cc(C(=O)N3CCN(c4ccccn4)CC3)c3ccccc3n2)cc(OC)c1OC
    -5	7	-17	-21	2.0	-2	-12	1	4
O=C(CCc1nnc(C2CCCCC2)o1)N1CCCCC1CCn1cccn1 (stereo not given)
    21	0	16	8	0.3	4	-4	24	-7
CCOC(=O)N1CCN(c2ccccc2OC)CC1
    0	6	-8	-9	-0.3	12	0	16	-6
CCc1nnc(NS(=O)(=O)c2ccc(NC(=S)NC(=O)/C=C/c3ccc(OC)cc3)cc2)s1
    -9	104*	8	-20	3.4	3	0[fluorescence artefact?]	13	1
CCC(Sc1n[nH]c(=O)[nH]c1=O)C(=O)OCc1ccccc1 (stereo not given)
    24	4	20	-8	1.2	-6	1	0	-3
CC(c1n[nH]c(=S)n1Cc1ccccc1)N(C)C (stereo not given)
    41	6	-17	0	0.2	6	-8	17	-5
COc1ccc(OC)c(NC(=O)C(=S)NC2CCCCC2)c1
    -6	13	15	0	0.5	26	-13	6	0
CCOc1ccccc1N1CCN(Cc2cccc(OC)c2OC)CC1
    11	5	-12	-10	-0.1	-1	58[fluorescence artefact?]	1	1[fluorescence artefact?]
CCOC(=O)C1(C(F)(F)F)N=C(C(F)(F)F)Nc2ccccc21 (stereo not given)
    7	15	-15	-4	0.1	.	-3[fluorescence artefact?]	-2	-26

Remaining list, next part.
Second line of a record: EP2 mod	EP2 antag	Calpain2 inh	TbHK1 inh	L929 necroptosis	Rad51 HR inh	14-3-3 Bad inh	Hck Nef HTS	eIF4E 4G PPI
CCCC(C(=O)O)N1C(=O)/C(=C/c2cccn2C)SC1=S (stereo not given)
    22	7	12	7	1.9	-69	-9[fluorescence artefact?]	4	4
Cc1cc(SCC(=O)Nc2cccc(S(N)(=O)=O)c2)c(C)cc1Br
    -26	7	32	15	0.2	.	4	3	2
CCCN(CCC)c1ncnc2nc[nH]c12
    20	7	-25	7	31	-7	1	9	-1
C/C(Cn1cnc([N+](=O)[O-])n1)=N/NC(=O)COc1c(Cl)cc(Cl)cc1Cl
    -5	9	-3	1	0.0	.	1[fluorescence artefact?]	4	1
COC(=O)c1cn(N(C)c2ncc(C(F)(F)F)cc2Cl)c(=O)c2ccccc12
    31	21	34	-7	0.3	-6	10	1	1
COc1cc(NC(=S)NCCc2c[nH]c3ccccc23)c(OC)cc1Cl
    -11	18	19	6	0.9	-1	1[fluorescence artefact?]	1	2
Cc1ccc(F)c(NC(=O)CCc2ccccc2)c1
    20	9	-2	8	-1.5	0	10	-9	3
O=c1cc(CCl)nc2scc(-c3ccccc3)n12
    3	14	-32	-35	-1.4	-4	1	6	3
CC(C(=O)Nc1ccccc1-c1ccccc1)N(C)Cc1nc2ccccc2c(=O)[nH]1 (stereo not given)
    -2	2	18	1	1.6	0	-14	24	2
Nc1ncnc(Nc2c(F)cccc2F)n1
    13	7	5	1	0.4	20	-5	1	0
CCCCCCOc1cccc(N)c1
    -2	5	-3	3	0.8	-2	-13[fluorescence artefact?]	0	1[fluorescence artefact?]
CCN(CC)C(=N)/C(C#N)=N/Nc1ccc(C)cc1
    -36	6	1	-32	2.3	-6	-3	11	7
CCOC(=O)N1CCN(Cc2cc(Cl)c3cccnc3c2O)CC1
    -22	4	4	-13	6.2	-13	-32	17	-4
C#CCOCCOCCOCCNc1nc(N2CCN(C(=O)[C@H](CCCCN)n3cc([C@@H](N)C(C)CC)nn3)CC2)nc(N2CCN(C(=O)[C@H](CCCCN)n3cc([C@@H](N)CC(C)C)nn3)CC2)n1 (stereo not given in full)
    2	19	3	-3	0.2	-5	19	6	1
NC(=S)N/N=C/c1cn(CCC(=O)O)nc1-c1cccc(Br)c1
    -28	12	15	-10	0.6	5	-5	6	0

Next section.
Second line of a record: EP2 mod	EP2 antag	Calpain2 inh	TbHK1 inh	L929 necroptosis	Rad51 HR inh	14-3-3 Bad inh	Hck Nef HTS	eIF4E 4G PPI
COc1ccc(-n2c(C)cc(/C=N/Nc3nnc(C)n3N)c2C)cc1
    -9	8	22	-4	0.6	.	-17[fluorescence artefact?]	0	2
O=C(NCCCN1CCN(CCCNC(=O)c2cc([N+](=O)[O-])ccc2Cl)CC1)c1cc([N+](=O)[O-])ccc1Cl
    8	5	24	4	-0.5	-4	37[fluorescence artefact?]	0	0
COc1ccc(NC(=O)c2c[nH]n3c(=O)cc(C4CCN(C(=O)OC(C)(C)C)CC4)nc23)cc1Cl
    47	7	20	6	2.0	.	-3	34	17
COc1ccc(Oc2ccc(C(F)(F)F)cc2NC(=O)c2ccc(OC)cc2)cc1
    25	3	-7	0	2.0	2	-2	15	-1
COC(=O)c1[nH]c2ccccc2c1NC(=O)C(C)N1CC(C)OC(C)C1 (stereo not given)
    -8	8	-30	-18	-0.1	7	-16	10	-2
CCn1c(SCC(=O)Nc2nc3ccc(OC)cc3s2)nnc1-c1ccoc1C
    -40	17	33	3	88*	-11	26	3	-1
O=C(NCCCN1CCOCC1)c1ccc(CS(=O)(=O)c2ccc(Br)cc2)o1
    2	5	-27	-10	11	-1	6	0	3[fluorescence artefact?]
CC12CN3CC(C)(CN(C1)C3c1ccc([N+](=O)[O-])o1)C2=O (stereo not given)
    5	10	-15	-12	1.4	8	-3	18	-1
COc1ccc(C2=NN(C(=O)c3cccs3)C(c3ccc(OC)cc3)C2)cc1 (stereo not given)
    31	5	6	-25	-0.7	-10	-4	1	9[fluorescence artefact?]
Cc1cc(-c2ccccc2)nn1-c1nc2c(c(=O)[nH]c(=O)n2C)n1C
    19	.	11	6	-1.9	.	-17	-7	11
CCOc1ccc(CCNC(=O)c2ccc3nc(N4CCOCC4)sc3c2)cc1OCC
    11	5	4	-2	0.1	14	-2	13	1
O=C(O)C1CC=CCC1C(=O)NNc1c(Cl)cc(Cl)cc1Cl (stereo not given)
    17	4	10	0	2.1	13	-10	22	3
S=C(NCc1ccccc1)NCC1COc2ccccc2O1 (stereo not given)
    -26	8	9	1	-0.1	0	9	1	6
COC(=O)c1sc(S(=O)(=O)N2CCCCC2)c(C(=O)OC)c1C
    -19	2	4	6	1.1	-5	5	3	0
CCCCCCCOC(=O)C1=C(C)Nc2ncnn2C1c1cccs1 (stereo not given)
    4	4	-10	-3	0.3	-1	12	3	1

Other records:
Second line of a record: EP2 mod	EP2 antag	Calpain2 inh	TbHK1 inh	L929 necroptosis	Rad51 HR inh	14-3-3 Bad inh	Hck Nef HTS	eIF4E 4G PPI
CCOC(=O)c1cnc2c(C)cccc2c1Nc1ccc(N2CCOCC2)cc1
    11	2	10	-11	1.3	1	-3	3	-5[fluorescence artefact?]
COC(c1ccccc1)c1nnc(CCC(=O)NC2C3CC4CC(C3)CC2C4)o1 (stereo not given)
    12	8	-3	-3	0.9	-4	-4	14	0
CSc1ccc(Cl)c(C(=O)Nc2ccc(C)cn2)c1
    -19	12	9	-7	1.0	2	-8	-2	-7
CCc1ccc(/C=N/NC(=S)NCCc2ccccc2)cc1
    22	10	0	-10	0.2	0	-2	2	-13
CCN(CC)C(=O)C1=C(C)Nc2nc3ccccc3n2C1c1cccc(OC)c1 (stereo not given)
    -4	3	-30	-14	0.0	-1	1[fluorescence artefact?]	0	4[fluorescence artefact?]
COc1ccc(OC)c(/C=N/NC(=O)c2cc[n+](Cc3ccccc3)cc2)c1
    1	3	-2	-9	0.8	13	-22[fluorescence artefact?]	5	2
O=C(Cn1c(C(F)(F)F)nc2ccccc21)c1ccc(F)cc1
    -2	.	-47	5	0.0	.	-3	0	2[fluorescence artefact?]
c1ccc(-n2c(SCC3CCCCO3)nnc2-c2cccs2)cc1 (stereo not given)
    31	.	-11	-6	0.1	0	6[fluorescence artefact?]	1	3[fluorescence artefact?]
Cc1ccc2c(c1)N(C(=O)CCC(=O)O)CCO2
    30	7	-5	-5	.	.	1	4	4
COc1cccc(CN(CC(=O)NCC2CCCO2)C(=O)CNS(=O)(=O)c2ccccc2)c1 (stereo not given)
    .	5	.	1	-1.5	-10	.	9	.
O=C(Nc1ccc(Cl)c(Cl)c1)Nc1nnc(CSc2ccccc2)s1
    -9	7	-2	5	.	.	9	3	-4

Among those listed so far, these contain a cyano group:
Second line of a record: EP2 mod	EP2 antag	Calpain2 inh	TbHK1 inh	L929 necroptosis	Rad51 HR inh	14-3-3 Bad inh	Hck Nef HTS	eIF4E 4G PPI
N#Cc1nc(COc2ccc(F)cc2)oc1NCCCn1ccnc1
    -9	21	-11	2	-0.3	5	5	2	1
CCN(CC)C(=N)/C(C#N)=N/Nc1ccc(C)cc1
    -36	6	1	-32	2.3	-6	-3	11	7

Bioassay records (PubChem BioAssay)
